MC4R antagonist = MC4R antagonists of cAMP signaling, primary screen, cell-based, TR-FRET, antagonist arm of biased-ligand search | MC4R-expressing cells, MTII-stimulated cAMP, LANCE TR-FRET | inhibition, % at 6.5 µM | 360,000 compounds, 0.48% hits;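 active = inhibition above its plate's cutoff, the mean of tested wells on that plate plus 3 SD, cut at about 29% in these data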;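 note: 0% = Melanotan II alone and 100% = Melanotan II plus saturating MCL0020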
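System: U2OS-MC4R stable cell line; Technique: Eu-cAMP/anti-cAMP TR-FRET, emission 671 nm; Repeats: single well per compound; Also added: Melanotan II; Dosing: one concentration, 6.5 µM nominal; Schedule: 30-min compound, 1-h challenge, 1-h detection, room temperature.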
HTR2A ag = mouse Htr2a agonists via beta-arrestin recruitment, primary screen, cell-based, luminescence; 5-hydroxytryptamine receptor 2A (Mus musculus), P35363; CHO-K1 mHTR2A beta-arrestin complementation; percent of 30 µM serotonin response; activation, % at 7.6 µM; 360,000 compounds, 0.66% hits;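 active = activation above a run cutoff, the mean activation of all tested compounds plus 3 SD, cut at about 14% in these data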;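 note: 0% = plate median of compound wells and 100% = 30 µM serotonin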
Target sequence (P35363 whole entry, looked up): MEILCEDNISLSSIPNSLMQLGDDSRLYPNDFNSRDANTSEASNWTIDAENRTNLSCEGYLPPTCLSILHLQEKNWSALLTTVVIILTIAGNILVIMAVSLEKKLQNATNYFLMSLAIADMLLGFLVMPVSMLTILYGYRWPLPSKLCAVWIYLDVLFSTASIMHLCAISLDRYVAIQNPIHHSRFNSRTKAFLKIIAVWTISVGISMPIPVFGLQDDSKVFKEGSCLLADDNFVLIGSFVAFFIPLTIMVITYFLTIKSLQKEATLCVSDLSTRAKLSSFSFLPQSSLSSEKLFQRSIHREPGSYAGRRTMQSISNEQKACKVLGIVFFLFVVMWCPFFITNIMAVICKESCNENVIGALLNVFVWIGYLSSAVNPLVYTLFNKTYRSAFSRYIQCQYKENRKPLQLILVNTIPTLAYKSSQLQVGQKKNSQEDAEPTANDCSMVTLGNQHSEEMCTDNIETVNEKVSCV
H9c2 protect = cardioprotection against H2O2-induced cell death, primary screen, uHTS, H9c2 cells, ATPLite luminescence. AID 588492, 2011. 360,000 compounds, 0.63% hits. protection from H2O2 cell death, % at 20 µM. H9c2 cardiomyocytes, H2O2 injury protection, 2 h;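 active = compounds giving at least 50% protection of heart cells from peroxide-induced death in the single-dose screen, raw or plate-pattern-corrected value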;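 note: 0% = DMSO wells with peroxide and 100% = DMSO wells without peroxide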
Vif inh = HIV Vif self-association inhibitors, primary screen, imaging, HEK293T, single point; inhibition, % at 7.49 µM; 340,000 compounds, 0.35% hits; HEK293T cells, Vif self-association by quenched fluorescence, 24 h; AID 602346, 2012; in the data active = inhibition above about 50%, passing the limit was not always enough; note: some results filed as inactive read as strong as hits
N-glyco inh = increase of ERlucT glycosylation luciferase signal, primary screen, N-linked glycosylation inhibitor project, D54 ERlucT cells, luminescence, set 2; 360,000 compounds, 0.23% hits; reporter increase, % at 12.5 µM; D54 ERlucT glycosylation luciferase reporter, 24 h; percent of 100 nM tunicamycin response; AID 588692, 2011;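 active = mean luciferase reporter signal, scaled so untreated is 0 and the glycosylation-blocking control 100, at or above a set limit in every replicate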;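 note: luciferase carries N-glycosylation sites so blocking glycosylation raises the light; 0% = median of neutral control wells and 100% = median of 100 nM tunicamycin wells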
aDG glyco act = activators of alpha-DG glycosylation, primary screen, uHTS, Pro5-aDG cells, AlphaScreen | alpha-DG glycosylation AlphaScreen (IIH6); 0% Pro5, 100% B10-LARGE cell signal | 360,000 compounds, 0.22% hits | AID 624168, 2012 | activation, % at 10 µM;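 active = activation of at least 8% versus controls, or a plate z-score of at least 8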;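 note: Pro5 are CHO cells carrying HIG-tagged alpha-DG that lacks glycosylation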
PDI turbidity = inhibitors of human PDI, primary screen, biochemical, turbidity, single point, plate reader; PDI insulin aggregation turbidity, A650, 90 min; 350,000 compounds, 0.052% hits; inhibition, % at 10 µM; Protein disulfide-isomerase (Homo sapiens), P07237;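 active = mean inhibition across replicates of 30% or more, whatever share of single replicates reach that level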;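 note: absorbance from insulin aggregation driven by PDI reduction with DTT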
Target sequence (P07237 whole entry, looked up): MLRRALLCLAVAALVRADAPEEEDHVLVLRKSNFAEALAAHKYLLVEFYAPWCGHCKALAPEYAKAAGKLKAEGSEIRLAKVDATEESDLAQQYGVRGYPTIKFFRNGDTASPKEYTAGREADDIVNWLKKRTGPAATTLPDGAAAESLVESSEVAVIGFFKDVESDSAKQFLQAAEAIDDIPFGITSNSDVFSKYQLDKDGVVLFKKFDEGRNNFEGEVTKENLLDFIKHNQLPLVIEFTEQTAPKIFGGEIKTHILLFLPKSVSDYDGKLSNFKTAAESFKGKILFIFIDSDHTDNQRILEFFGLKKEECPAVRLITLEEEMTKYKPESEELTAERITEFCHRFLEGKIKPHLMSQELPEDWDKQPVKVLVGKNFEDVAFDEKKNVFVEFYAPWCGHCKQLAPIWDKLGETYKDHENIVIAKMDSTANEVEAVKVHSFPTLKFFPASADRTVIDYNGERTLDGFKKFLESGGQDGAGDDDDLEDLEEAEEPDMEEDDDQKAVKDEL
CaV13 ICDI inh = Primary screen for inhibitors of IQ motif and Ca2+-dependent inactivation inhibitor domain binding in CACNA1D, Förster resonance energy transfer in living cells, …; 340,000 compounds, 0.098% hits; AID 743397; HEK cells, CFP/YFP FRET ICDI-IQ, plate reader, 10 min; percent FRET-ratio fall versus neutral wells; inhibition, % at 12.3 µM;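 active = mean replicate inhibition of at least 30% and at least 1% of replicates passing that level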;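 note: 0% = median of the neutral control wells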
MC4R barr agon = MC4R agonists recruiting beta-arrestin, primary screen, cell-based, luminescence, agonist arm of biased-ligand search; 360,000 compounds, 0.98% hits; U2OS MC4R beta-arrestin complementation; percent of melanotan II response, DMSO zero; activation, % at 8.9 µM; AID 540308, 2011; Melanocortin receptor 4 (Homo sapiens), P32245;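 active = activation above a per-plate cutoff, the mean activation of sample wells on that plate plus 3 SD, cut at about 8% in these data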
ABCB6 inh MLPCN = ABCB6 transporter inhibitors, primary screen, K562-ABCB6 cells, flow cytometry, MLPCN library | K562-ABCB6 porphyrin accumulation, 1 h; stronger effect = lower value | ATP-binding cassette sub-family B member 6 (Homo sapiens), Q9NP58 | fluorescence ratio to DMSO, % at 10 µM | AID 602162, 2011 | 360,000 compounds, 0.19% hits;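 active = fluorescence ratio to DMSO below 75%, the collection mean minus 3 SD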;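 note: signal is porphyrin accumulated inside mitochondria; 100% equals median channel fluorescence of DMSO control wells; lower ratio means ABCB6 inhibition with less porphyrin fluorescence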
* = called active by the depositor; nt = no result given.

SMILES | MC4R antagonist | HTR2A ag | H9c2 protect | Vif inh | N-glyco inh | aDG glyco act | PDI turbidity | CaV13 ICDI inh | MC4R barr agon | ABCB6 inh MLPCN
COC(=O)c1sccc1NC(=O)CC1C(=O)NCCN1C(=O)c1ccc(F)cc1 (stereo not drawn) | 8 | 2 | 8 | 8 | -3 | -0.2 | -7 | -5 | 3.7 | 103
CCc1ccc(NC(=O)CSc2nc3ccccc3nc2N2CCCCC2)cc1 | 9 | -3 | -22 | -1 | -11 | -0.4 | nt | -5 | 3.3 | 101
Brc1ccc2cccnc2c1 | 9 | 2 | 9 | 1 | -5 | -0.1 | -3 | -4 | -2.7 | 98
CC(=O)NCc1ccc(S(=O)(=O)N2CCCN(C)CC2)cc1 | 14 | 6 | -3 | 6 | -2 | 0.0 | -2 | -14 | -1.0 | 94
CCC(C)(C)NC(=O)c1ccc2c(c1)N(CC(=O)N1CCCC1)C(=O)C(C)(C)O2 | 6 | 4 | 5 | -1 | 3 | 0.0 | 9 | -2 | -0.3 | 97
CC1CCc2c(sc(NC(=O)c3nc4ncccn4n3)c2C#N)C1 (stereo not drawn) | -1 | 3 | -6 | -7 | -4 | 0.1 | 0 | -5 | 0.9 | 95
CC(C)C(=O)Nc1ccc(NC(=O)c2cccs2)cn1 | 5 | -1 | 0 | 3 | -1 | 0.0 | -5 | -5 | 0.7 | 95
CCOC1(/N=C(\C)NS(=O)(=O)c2ccc(Cl)cc2)C(C)=CC(=O)C=C1C | 2 | -3 | 3 | 2 | -1 | 1.1 | 5 | -8 | -2.5 | 92
CCC(C)c1ccc(NC(=O)N2CCN(C(=O)C3CCCO3)CC2)cc1 (stereo not drawn) | 16 | -5 | 2 | 3 | 1 | 0.4 | 11 | -5 | 5.4 | 105
Cc1ccc(C(=O)OC(C)C(=O)N(C)C2CCCCC2)cc1S(=O)(=O)N1CCCCC1 (stereo not drawn) | 7 | 1 | -2 | 8 | -5 | 0.3 | -1 | -4 | -0.1 | 89
O=C(Nc1ccc(-n2ccc(C(F)(F)F)n2)cc1)c1cccs1 | -1 | -10 | -2 | -4 | 0 | 0.2 | 0 | -2 | -2.3 | 99
CN(C)CC1CC/C(=C\c2ccc(O)cc2)C1=O (stereo not drawn) | -28 | -4 | -22 | -1 | -15 | -0.3 | 87* | -6 | -4.0 | 97
CCCC(=O)N1CCOCC1c1cc(C(=O)Nc2ccccc2)no1 (stereo not drawn) | 6 | 1 | 1 | 15 | 2 | -0.2 | 2 | -5 | 0.0 | 85
CC12CCC(C(=O)O)(c3nc4cc([N+](=O)[O-])ccc4nc31)C2(C)C (stereo not drawn) | 0 | 7 | 3 | 6 | 2 | -0.1 | -2 | -5 | 2.2 | 97
COc1cccc(C2NC(C)(C(=O)O)C3C(=O)N(C(C)C)C(=O)C23)c1O (stereo not drawn) | -2 | 2 | 1 | 10 | 2 | 0.1 | 8 | 15 | -0.9 | 103
O=C1CC(NNC(=O)c2cccc(F)c2)C(=O)N1 (stereo not drawn) | 13 | 0 | 2 | 6 | -1 | -0.2 | 3 | -14 | -1.0 | 102
c1ccc(C2CNCCc3ccccc32)cc1 (stereo not drawn) | 5 | -2 | -4 | -7 | -1 | 0.0 | 13 | -21 | -0.4 | 92
CCCCOc1cccc(C2/C(=C(\O)c3ccc4c(c3)OCCO4)C(=O)C(=O)N2CCN2CCOCC2)c1 (stereo not drawn) | 6 | 1 | -1 | -1 | 1 | 0.0 | -15 | -5 | -1.8 | 96
COc1ccc(N2CCN(C(=S)Nc3cccc(OC)c3)CC2)cc1 | -7 | 2 | 1 | -13 | -3 | -0.1 | 4 | -17 | -1.2 | 96
COC(=O)c1sccc1NC(=S)OC | 6 | 9 | 5 | -1 | 2 | 0.1 | -1 | 2 | -1.0 | 100
CCOC(=O)c1sc(=NC(=O)C2CC2)n(C)c1C | 1 | -3 | 10 | 0 | 3 | 0.3 | 10 | 10 | -0.5 | 96
COc1cccc(/C=N/Nc2nc(Nc3ccccc3)nc(-n3nc(C)cc3C)n2)c1O | 10 | -31 | 74* | nt | -13 | -0.7 | 0 | nt | -9.9 | 86
CSc1nnc(C(C)(C)C)c(=O)n1/N=C/c1ccc(Cl)cc1 | 13 | 5 | -3 | -6 | 0 | -0.2 | -4 | -4 | 0.1 | 99
O=C(C[n+]1ccc(/C=C/c2ccccc2)cc1)c1ccc2c(c1)OCCO2 | 6 | -5 | -4 | -1 | 2 | -0.2 | -1 | -4 | 0.4 | 97
C#CCn1cc(/C=N/NC(=O)c2cc3ccccc3o2)c2ccccc21 | 0 | -10 | 23 | -13 | 5 | 0.0 | 18 | -4 | 0.6 | 102
CC(C)NS(=O)(=O)c1ccc(Oc2ncc(C(F)(F)F)cc2Cl)cc1 | 10 | 5 | -19 | 0 | -2 | 1.7 | -3 | -4 | 5.9 | 100
CC1=CC(c2ccccc2)n2nnnc2N1 (stereo not drawn) | 7 | 3 | 6 | -1 | 1 | 0.1 | 8 | -19 | -0.2 | 95
Cc1ccc(C2=NN=C(NC(=O)CSc3nncn3C)SC2)cc1 | 24 | -2 | -14 | -3 | 6 | 0.4 | 8 | -6 | 2.1 | 97
CCN(CC)CCOC(=O)c1c(C)oc2ccc(OC)cc12 | 11 | 0 | 4 | 4 | -5 | 0.1 | -4 | -12 | 1.6 | 101
COC(=O)c1ccc(NC(=O)NC2CCCCC2)cc1 | 5 | 5 | 2 | -1 | 2 | 0.1 | -1 | nt | -0.3 | 100
Cc1sc2nc(C(C)C)nc(SCC(=O)NCc3ccco3)c2c1C | -6 | 5 | 8 | -3 | 0 | 0.1 | -2 | -4 | 1.9 | 99
COC(=O)c1cc(NC(=O)c2cc(C(C)(C)C)nn2Cc2cccc(C)c2)ccc1N1CCOCC1 | 4 | -3 | 42 | -2 | 5 | -0.1 | 2 | -17 | 1.8 | 91
CCOC(=O)C(O)(C1C(=O)CC(C)(C)CC1=O)C(F)(F)F (stereo not drawn) | -4 | 2 | -1 | 2 | 3 | -0.2 | -3 | 0 | -1.8 | 94
c1cc(-c2cc3cc4c(cc3cn2)OCO4)cs1 | -2 | 5 | -5 | -2 | -3 | -0.1 | -2 | 10 | -1.0 | 95
O=C(O)CCN1C(=O)C(=C2CCCCCC2)SC1=S | -3 | -2 | -1 | 8 | 1 | 2.9 | -9 | nt | -1.0 | 99
COc1ccccc1N1CCNC(C)C1=O (stereo not drawn) | 5 | 1 | 4 | -2 | -1 | 0.0 | -2 | 4 | 2.0 | 97
Cc1cc(C)nc(Nc2cc([N+](=O)[O-])ccc2C)n1 | 7 | 0 | -1 | 2 | 1 | 0.3 | -5 | 4 | 1.7 | 96
Cc1ccc(S(=O)(=O)NC(C)C(=O)Nc2ccc(C(N)=O)cc2)cc1 (stereo not drawn) | 2 | -4 | -6 | 12 | -1 | 0.0 | -2 | -5 | -1.5 | 98
CCCNC(=O)c1oc2ccc3c(c2c1C)C(=O)CC(C)(C)O3 | 9 | 0 | -25 | 6 | -9 | 1.5 | -1 | -4 | -1.7 | 96
COCCN(C(=O)CSc1n[nH]c(-c2ccccc2)n1)c1c(N)n(Cc2ccccc2)c(=O)[nH]c1=O | 2 | -4 | 3 | -4 | 2 | -0.2 | -4 | -3 | -2.8 | 108
COC(=O)c1cccc(NS(=O)(=O)c2cccs2)c1C | 12 | -2 | 2 | -5 | 0 | -0.1 | 3 | -5 | -0.4 | 91
COc1ccc2oc(C(=O)N3CCCc4ccccc43)c(C)c2c1 | 11 | 7 | -7 | -6 | -4 | 0.0 | 2 | -6 | -1.4 | 100
Nc1ccc(C(=O)c2cccs2)cc1 | -12 | 1 | 2 | 3 | 3 | -0.3 | -25 | -3 | -3.4 | 98
Oc1ccc(N=Nc2n[nH]c(-c3ccc(Br)cc3)n2)cc1 | 1 | 3 | 1 | -5 | 11 | -0.3 | -2 | -5 | -3.9 | 99
O=C(O)c1cccc(NC(=S)N/N=C/c2ccccc2OCc2ccc(Br)cc2)c1 | 4 | 1 | -5 | -1 | 2 | 0.6 | -3 | -2 | -0.8 | 117
CC(=O)Nc1ccc(NC(=O)CCCCCn2nnc3ccccc3c2=O)cc1 | 12 | 7 | 2 | -10 | 0 | -0.1 | 4 | -3 | -1.1 | 99

Compounds above containing an aryl methoxy group (six):
SMILES | MC4R antagonist | HTR2A ag | H9c2 protect | Vif inh | N-glyco inh | aDG glyco act | PDI turbidity | CaV13 ICDI inh | MC4R barr agon | ABCB6 inh MLPCN
COc1cccc(C2NC(C)(C(=O)O)C3C(=O)N(C(C)C)C(=O)C23)c1O (stereo not drawn) | -2 | 2 | 1 | 10 | 2 | 0.1 | 8 | 15 | -0.9 | 103
COc1ccc(N2CCN(C(=S)Nc3cccc(OC)c3)CC2)cc1 | -7 | 2 | 1 | -13 | -3 | -0.1 | 4 | -17 | -1.2 | 96
COc1cccc(/C=N/Nc2nc(Nc3ccccc3)nc(-n3nc(C)cc3C)n2)c1O | 10 | -31 | 74* | nt | -13 | -0.7 | 0 | nt | -9.9 | 86
CCN(CC)CCOC(=O)c1c(C)oc2ccc(OC)cc12 | 11 | 0 | 4 | 4 | -5 | 0.1 | -4 | -12 | 1.6 | 101
COc1ccccc1N1CCNC(C)C1=O (stereo not drawn) | 5 | 1 | 4 | -2 | -1 | 0.0 | -2 | 4 | 2.0 | 97
COc1ccc2oc(C(=O)N3CCCc4ccccc43)c(C)c2c1 | 11 | 7 | -7 | -6 | -4 | 0.0 | 2 | -6 | -1.4 | 100

Screening data as filed in PubChem BioAssay.
